Bioassay records from PubChem.
pAkt inh: inhibitors of Akt phosphorylation; Neuro2A IGF-stimulated pAkt S473 HTRF, 20 min; stronger effect = lower value; activity change, % for hits at 50 µM; actives 0.32% (n = 360,000); AID 651550; in the data active = activity change below about -80%; inconclusive = mostly about -51% to -80%; also: % is scaled to controls: 0 for no effect and ±100 for the full control effect
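Neuro2A cells (4,500/well, DMEM with 0.5% FBS) were treated with compound at a single 50 µM final concentration, stimulated with 6 nM IGF for 20 min at 37 °C, and lysed. Phospho-Akt Ser473 was read by HTRF as 665/615 ratio ×10^4.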
Mm-Cpn inhibitor: M. maripaludis TRiC chaperonin inhibition; purified Mm-Cpn ATPase, ADP Transcreener TR-FRET; Potency, µM (highest dose often 76.9 µM), inactives show at the highest dose activity, negative = inhibition, actives largely listed as inhibitors; actives 0.031% (n = 330,000); AID 504842; also: potency is read from the fitted curve at half-maximal effect; % is scaled to controls: 0 for no effect and ±100 for the full control effect; nearly all actives have a fitted effect of over 80% in size
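ATP (10 uM final) was added to archaeal chaperonin (25 nM final) after 10 min exposure to test compound at 37°C; after 30 min further incubation, ADP was detected by competitive TR-FRET.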
A549 tox: kills or reduces viability of A549 cells in Nrf2 counter-screen; A549 ARE-Fluc cells, CellTiter-Fluor viability, 18-24 h; Potency, µM (highest dose often 46 µM), for inactives: at the top dose activity change, negative = cytotoxicity, most hits filed as inhibitors; actives 0.16% (n = 390,000); AID 504648; also: potency is read from the fitted curve at half-maximal effect; % is scaled to controls: 0 for no effect and ±100 for the full control effect
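A549 ARE-Fluc cells in 5% FBS OPTI-MEM, 5000 cells/well, rested 2 h then exposed to compounds in concentration-response for 18-24 h at 37 °C. Viability by CellTiter-Fluor fluorescence (Ex 405/Em 525) after 30 min; luciferase luminescence (BugLite, 15 min, RT) read afterwards.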
Nrf2 inh: Nrf2 pathway inhibition; A549 ARE-Fluc reporter, luciferase luminescence, 18-24 h; actives 2.1% (n = 360,000); Potency, µM (highest dose often 46 µM), inactives show at the top dose activity change, negative = inhibition, usual class: inhibitors; also: potency is read from the fitted curve at half-maximal effect; % is scaled to controls: 0 for no effect and ±100 for the full control effect; nearly all actives have a fitted effect of over 60% in size
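Concentration-response testing used A549 ARE_Fluc cells at 5000 cells/well. Following an 18-24 h compound incubation, viability was read by fluorescence (Ex 405/Em 525) and luciferase output by luminescence.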
CCT chaperon mod: modulators of cytosolic chaperonin (CCT/TRiC) activity. purified chaperonin ATPase assay, HTRF ADP detection, 30 min. activity change, % (test concentration not listed), hits read low. actives 0.3% (n = 360,000). AID 651819; in the data active = activity change below about -30%; also: % is scaled to controls: 0 for no effect and ±100 for the full control effect
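First, chaperonin was dispensed at 40 nM or 20 nM final depending on batch activity. Next, compounds were pinned at 76 uM and ATP added at 10 uM. After 30 min at 37 °C, ADP detection reagents ran 30 min at ambient temperature.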
TGFb inhibitor: blocks TGF-b signaling | HepG2 CAGA-GFP TGF-b/SMAD3 reporter, GFP fluorescence, 18 h; TGF-beta stimulated, 500 pg/mL final | Potency, µM (highest dose often 46.1 µM), without a hit: at the top dose activity, negative = inhibition, hits mostly inhibitors | actives 1.2% (n = 410,000) | AID 588855; also: potency is read from the fitted curve at half-maximal effect; % is scaled to controls: 0 for no effect and ±100 for the full control effect; nearly all actives have a fitted effect of over 65% in size
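First, reporter cells (HEPG2 CAGA-GFP) rested 2 h at 37 degrees C. Next, compounds were pinned in and TGF-beta added to 500 pg/mL final. After 18 h, GFP was imaged per cell and summed per well.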
EPAC2 agonist: activates human EPAC2 exchange factor; Q8WZA2; EPAC2 activation, biochemical qHTS; response scale: 100% = 6.5 mM cAMP response; Potency, µM (titrated, usually from 154 µM), inactives show at the highest dose activation, actives largely listed as activators; actives 0.079% (n = 360,000); also: potency is read from the fitted curve at half-maximal effect; nearly all actives have a fitted effect of over 50% in size
Target sequence (Q8WZA2 whole entry, looked up): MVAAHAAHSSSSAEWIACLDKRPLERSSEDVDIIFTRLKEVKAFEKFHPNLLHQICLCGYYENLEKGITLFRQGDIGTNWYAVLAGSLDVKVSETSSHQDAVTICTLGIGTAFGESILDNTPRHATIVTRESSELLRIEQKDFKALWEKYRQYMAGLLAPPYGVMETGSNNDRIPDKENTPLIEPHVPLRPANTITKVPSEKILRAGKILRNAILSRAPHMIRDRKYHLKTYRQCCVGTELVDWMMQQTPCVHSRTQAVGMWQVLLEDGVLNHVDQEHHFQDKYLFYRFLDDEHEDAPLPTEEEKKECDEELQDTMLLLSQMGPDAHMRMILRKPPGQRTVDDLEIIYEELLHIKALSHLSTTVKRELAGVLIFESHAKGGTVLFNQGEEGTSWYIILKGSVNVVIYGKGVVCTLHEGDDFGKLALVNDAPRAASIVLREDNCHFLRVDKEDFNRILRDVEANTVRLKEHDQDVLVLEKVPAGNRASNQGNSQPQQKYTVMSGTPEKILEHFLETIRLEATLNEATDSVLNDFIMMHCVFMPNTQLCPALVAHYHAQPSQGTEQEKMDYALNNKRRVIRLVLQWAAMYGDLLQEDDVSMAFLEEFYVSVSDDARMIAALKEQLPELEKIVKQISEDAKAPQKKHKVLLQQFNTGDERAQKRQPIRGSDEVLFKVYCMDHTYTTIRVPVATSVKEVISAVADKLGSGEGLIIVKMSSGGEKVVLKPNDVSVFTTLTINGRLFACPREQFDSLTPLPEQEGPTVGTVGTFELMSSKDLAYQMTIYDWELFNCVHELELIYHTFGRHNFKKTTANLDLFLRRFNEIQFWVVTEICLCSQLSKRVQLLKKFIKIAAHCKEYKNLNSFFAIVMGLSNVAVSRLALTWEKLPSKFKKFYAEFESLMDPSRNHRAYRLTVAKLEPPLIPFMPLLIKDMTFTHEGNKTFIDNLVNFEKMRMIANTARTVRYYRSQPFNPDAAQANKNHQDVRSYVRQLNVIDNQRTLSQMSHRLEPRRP
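Exchange assay: 100 nM EPAC2 with 250 nM Rap1B-BODIPY-GDP and 50 uM GDP. Fluorescence (ex 480/em 540 nm) read every 5 min for 30 min at room temperature. Data normalized to 6.5 mM cAMP as agonist control.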
EPAC2 antag: antagonists of human EPAC2 | Q8WZA2 | EPAC2 GEF exchange of Rap1B-BODIPY-GDP, fluorescence | AID 720708 | Potency, µM (doses to about 114 µM), for the others: top-dose activity, negative = inhibition, most hits filed as inhibitors | actives 0.18% (n = 360,000); also: potency is read from the fitted curve at half-maximal effect; % is scaled to controls: 0 for no effect and ±100 for the full control effect; nearly all actives have a fitted effect of over 45% in size; many of its hits are not listed in these tables
Nrf2 activator: activators of Nrf2 (ARE) signaling; Potency, µM (top dose mostly 46.1 µM), inactives show at the top dose activation, most hits filed as activators; AID 624171; AREc32 ARE-luciferase reporter (MCF7-derived line), luminescence, 24 h; actives 0.31% (n = 410,000); also: potency is read from the fitted curve at half-maximal effect; % of control where 0% means no effect; nearly all actives have a fitted effect of over 65% in size
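Quantitative high-throughput format: AREc32 reporter cells, 1000 per well, received compound by pin transfer and were incubated 24 hr at 37 deg C, 5% CO2, before Steady-Glo luminescence detection.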
* hit, by the source's call; i = inactive; ? = inconclusive; nt = no result given; & = joins results of further samples; [ ] = dose if it differs, or a comment. Unless noted, calls follow the shape of the dose curve; as a rule, active = well fitted curve in the direction sought with a large enough effect; inconclusive = small, poorly fitted or top-dose-only effect, or another doubt; inactive = no such curve, though single readings can be large; an effect the other way counts as inactive or inconclusive. Not all compounds are listed; rates above refer to the full screens.

SMILES | pAkt inh | Mm-Cpn inhibitor | A549 tox | Nrf2 inh | CCT chaperon mod | TGFb inhibitor | EPAC2 agonist | EPAC2 antag | Nrf2 activator
CC(C)[C@H](NS(=O)(=O)c1ccc2c(c1)OCCO2)C(=O)OCC(=O)Nc1ccccc1Cl | i | -0.2% | 0.7% | 10.3% | -0.7 | 0.3% | 13.6% | 5.8% | 0.1%
CC(C)c1nnc(NC(=O)Cn2nc(-c3ccc4c(c3)OCCO4)ccc2=O)s1 | nt | -4.0% | -0.5% | nt | -3.5 | -0.3% | 3.4% | -18.1% | -1.0%
CC(C)OC(=O)CSc1nnc(-c2ccccc2)n1N | nt | -0.9% | 1.8% | -17.8% | 0.5 | -14.3% | 6.0% | 4.8% | 0.1%
Cc1nn(-c2nc3ccccc3[nH]2)c(=O)c2ccccc12 | i | -4.6% | -4.2% | 1.3µM* | 2.6 | -1.0% | 4.1% | -9.5% | -2.0%[9.22 µM]
CC(C)(C)NC(=O)COC(=O)c1ccc(S(=O)(=O)N2CCCC2)cc1 | i | -1.3% | 5.0% | 0.5% | 5.3 | 1.6% | 12.1% | -4.1% | -0.4%
CC(=O)C1C(c2ccc(C)cc2)c2c(noc2C)CC1(C)O (stereo not given) | i | 2.0% | 7.9% | 12.8% | -0.4 | 5.8% | 5.0% | 3.2% | -0.7%
O=C1c2ccccc2C(=O)N1CCCn1c2ccc(Cl)cc2c2nc3ccccc3nc21 | i | nt | 0.9% | 10.4% | 0.1 | -3.9% | -2.5% | 1.2% | -0.3%
Brc1ccccc1-c1nnc(CSc2nncn2-c2ccccc2)o1 | i | -0.4% | -0.4% | -3.7% | 0.6 | -4.7% | 3.2% | 1.0% | 2.6%
C#CCN(C#N)c1nc(NCC)nc(NC(C)C)n1 | i | -1.7% | 0.8% | ? | -3.6 | 30.8%[activator] | -2.1% | 6.6% | 3.2%
CC1CCc2sc3ncnc(N4CCOCC4)c3c2C1 (stereo not given) | i | -0.2% | 15.3% | -25.3% | -1.1 | 5.7% | 6.7% | -10.4% | -0.3%
COc1cc(OC)cc(-c2nc3nc(C)c(CCC(=O)NCC(OC)OC)c(C)n3n2)c1 | i | ? | -1.4% | -0.1% | -2.1 | 0.4% | 1.4% | -0.3% | -1.1%
CCNC(=O)c1c(NC(=O)COc2ccc(F)cc2)sc2c1CCCC2 | nt | nt | -2.4% | -4.2% | nt | 3.9% | nt | nt | -0.5%
COC(=O)c1cnc(Nc2nc(C(N)Cc3ccc(OC)cc3)cs2)nc1C(F)(F)F (stereo not given) | i | nt | nt | nt | -0.7 | ? | -8.9% | 19.4% | 6.1%
C[C@H](c1ccccc1)N1C[C@@H](COCc2ccccc2)Oc2cc(N3CCC[C@H]3CO)ccc2S1(=O)=O | i | nt | nt | nt | 1.1 | nt | 16.4% | -6.7% | 4.9%
Brc1ccc(CSc2ccc(-c3ccco3)nn2)cc1 | i | -7.7% | -0.2% | 17.6% | -4.2 | -7.5% | 2.0% | 5.0% | 6.1%
CC(=O)c1ccc(OCc2cc([N+](=O)[O-])cc3c2OCOC3)cc1 | i | -1.9% | -10.0% | ? | -1.0 | -0.2% | 15.9% | -5.6% | 0.1%
CCC1CCc2nc3sc(C(=O)Nc4cccc(C(F)(F)F)c4)c(N)c3cc2C1 (stereo not given) | nt | nt | 2.9% | -6.4% | nt | 9.7% | nt | nt | -0.2%
CCOC(=O)Nc1ccc(Oc2ccccc2)cc1 | i | -1.8% | -3.9% | ? | 1.0 | 15.2% | 6.5% | -9.8% | -0.6%
COc1ccc(Nc2nc3c(C)cccn3c(=O)c2C=NCc2ccccc2)cc1 | i | -0.5% | -19.0% | -16.5% | 0.1 | 34.0%[activator] | -4.3% | 9.1% | 5.9%
O=C1CCC(=O)N1CNc1ccc(Oc2ccccc2)cc1 | i | nt | -13.0%[1.84 µM] | 0.7% | -36.3* | 21.4% | -2.8% | 8.0% | -0.6%
Cc1ccc(S(=O)(=O)NCc2ccccn2)c(C)c1 | i | -0.7% | 0.5% | 18.3% | -2.3 | 4.6% | 4.6% | -3.9% | -0.3%
O=C(COc1ccc2ccccc2c1)Nc1nnc(-c2ccco2)s1 | i | -0.1% | -15.1% | -8.8% | -0.1 | 3.3% | 2.8% | 7.7% | 0.1%
Fc1ccccc1-c1nc(NC2CCCC2)c2ccccc2n1 | i | 1.3% | -2.1% | -4.9% | 0.2 | ? | 16.7% | -24.7% | 0.4%
CCOC(=O)CSc1nnc(Cc2ccccc2)n1-c1cccc(Cl)c1 | i | -0.2% | 7.5% | -12.7% | -1.8 | -21.2% | 4.4% | -2.5% | -0.7%
CCN(C(=O)C1CCCN1S(=O)(=O)c1ccc2c(c1)n(C)c(=O)c(=O)n2C)c1ccccc1 (stereo not given) | i | 0.9% | 0.4% | 7.7% | -0.4 | ? | 12.4% | 7.3% | -0.9%
COc1cc2oc(=O)c(CC(=O)NCCc3ccccc3)c(C)c2cc1Cl | nt | nt | 0.4% | -7.9% | nt | 16.5% | nt | nt | -0.9%
O=C(CC12CC3CC(CC(C3)C1)C2)Nc1cccc2ncccc12 | i | -0.2% | 12.7% | -14.6% | 2.6 | 0.4% | 8.9% | 9.2% | 2.4%
CC(=O)c1c(C)n(-c2ccccc2)c2ccc(OCC(N)=O)cc12 | i | -4.7% | 1.2% | -18.9% | -1.8 | 7.3% | -3.9% | 3.7% | 0.7%
CCNC(=S)Nc1ccc2ncoc2c1 | i | 1.6% | -8.8% | -13.7% | 1.9 | -4.7% | 2.7% | -6.6% | 0.1%
CCOc1ccc(NC(=O)C2CCC(CNc3c(N4CCC(C)CC4)c(=O)c3=O)CC2)cc1 (stereo not given) | i | 1.3% | -0.7% | -7.7% | 1.9 | 6.0% | -3.9% | -2.1% | 0.7%
CCOc1ccc(N(CC)S(=O)(=O)N2CCCC(C(=O)NCCc3ccc(OC)cc3)C2)cc1 (stereo not given) | nt | nt | 0.5% | ? | nt | -10.2% | nt | nt | 4.2%
COCCOC(=O)c1[nH]c2c(c1C)C(=O)CC(c1ccccc1)C2 (stereo not given) | i | -3.0% | ? | nt | -5.6 | 10µM* | -3.7% | -0.1% | 0.1%
O=C(NCCN1CCN(C(=O)c2ccc([N+](=O)[O-])cc2)CC1)C(=O)Nc1ccc(F)cc1 | i | -9.3% | ? | 3.4% | 0.3 | -1.0% | 0.6% | 4.6% | 0.2%
CCN(CC)S(=O)(=O)c1cc(NC(=O)C2CSC3(C)CCC(=O)N23)ccc1C (stereo not given) | i | 1.2% | 4.1% | -13.6% | 0.5 | 2.5% | 3.8% | 1.8% | 0.1%
NS(=O)(=O)c1ccc(CCNC(=O)c2ccc(Cn3c(=O)[nH]c4ccccc4c3=O)cc2)cc1 | i | -0.4% | -2.0% | 0.9% | -3.4 | -21.1% | 0.7% | -0.4% | 0.7%
Cc1ccc(S(=O)(=O)N2CCCCC2)cc1C(=O)Nc1ccc(S(=O)(=O)Nc2ncccn2)cc1 | i | 1.2% | -2.6% | -6.6% | -0.5 | 12.2% | 3.3% | 7.8% | -0.4%
CCCCn1nnnc1C1(C)CCC(=O)N1CCCn1ccnc1 (stereo not given) | i | nt | nt | nt | 0.9 | nt | 1.8% | 4.9% | 7.3%
O=C(NNC(=O)c1ccc(F)c(S(=O)(=O)N2CCOCC2)c1)c1ccc([N+](=O)[O-])cc1 | i | 2.1% | 0.2% | ? | 2.0 | -19.9% | 3.9% | 12.9% | 0.0%
CCn1nnnc1SCC(=O)Nc1ccc(OC)cc1 | i | -1.8% | -11.8% | ? | -1.4 | -4.5% | -6.9% | -7.7% | -0.3%
CCOc1ccc(S(=O)(=O)NCCCn2ccnc2)cc1 | i | 0.5% | ? | -16.2% | -1.6 | 0.2% | 4.0% | 4.9% | 0.2%
NC(=O)Cn1c(=O)n(CCCC(=O)NC2CCN(Cc3ccccc3)CC2)c(=O)c2ccccc21 | i | -0.9% | 25.3% | nt | -0.6 | -43.4% | 5.6% | 17.4% | -0.4%
Cc1noc(C)c1NC(=O)Nc1cccc2c1O[C@@H](CN(C)C(=O)Nc1ccc3c(c1)OCO3)[C@@H](C)CN([C@H](C)CO)C2=O | i | -1.0% | -2.3% | 2.9% | -1.6 | -27.5% | -1.0% | 6.6% | -0.1%
Clc1ccccc1-c1ncc2ccccn12 | i | -1.2% | -5.3% | ? | 1.3 | 5.7% | 8.1% | -13.6% | 1.8%
Cc1ccc(CNC(=O)c2cn(C)c3ccc(S(=O)(=O)N4CCOCC4)cc3c2=O)cc1 | i | -0.1% | -4.4%&21.5% | ? | -2.3 | 2.4%&-17.4% | 9.4% | -7.5% | -0.2%&0.2%
COc1ccc(C=O)cc1COc1ccc(Cl)cc1[N+](=O)[O-] | ? | 0.4% | 1.0% | -9.5% | -0.8 | 3.1% | 10.5% | -2.9% | 4.0%
Cc1ccc(OC2CCN(C(=O)C3CCC(=O)N(C4CC4)C3)CC2)cc1 (stereo not given) | i | 1.0% | -10.3% | ? | -3.5 | -6.5% | -1.8% | -2.1% | 0.2%
CCCS(=O)(=O)NC(=O)C1(C)CCN(C(=O)c2ccccc2OC)C1 (stereo not given) | nt | nt | nt | nt | -1.3 | 5.5% | 11.2% | 0.9% | 0.0%

Full records from above. Values in the order: pAkt inh	Mm-Cpn inhibitor	A549 tox	Nrf2 inh	CCT chaperon mod	TGFb inhibitor	EPAC2 agonist	EPAC2 antag	Nrf2 activator
CCNC(=S)Nc1ccc2ncoc2c1 in the list: i	1.6%	-8.8%	-13.7%	1.9	-4.7%	2.7%	-6.6%	0.1%
COCCOC(=O)c1[nH]c2c(c1C)C(=O)CC(c1ccccc1)C2 (stereo not given) in the list: i	-3.0%	?	nt	-5.6	10µM*	-3.7%	-0.1%	0.1%
